HTR5A ag ctr – HTR5A agonism, opioid heterodimer counter-screen; P47898; HTR5A agonist assay, luminescence, cell-based; activation, % at 9.3 µM; 0.61% of 340,000 active; AID 504692; in the data active = activation mostly above about 9.5%, no sharp cut-off; inactive = mostly below about 7.6%;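 note: 0% = cells with vehicle only and 100% = reference agonist; strong numbers were not always called active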
Target sequence (P47898 whole entry, looked up): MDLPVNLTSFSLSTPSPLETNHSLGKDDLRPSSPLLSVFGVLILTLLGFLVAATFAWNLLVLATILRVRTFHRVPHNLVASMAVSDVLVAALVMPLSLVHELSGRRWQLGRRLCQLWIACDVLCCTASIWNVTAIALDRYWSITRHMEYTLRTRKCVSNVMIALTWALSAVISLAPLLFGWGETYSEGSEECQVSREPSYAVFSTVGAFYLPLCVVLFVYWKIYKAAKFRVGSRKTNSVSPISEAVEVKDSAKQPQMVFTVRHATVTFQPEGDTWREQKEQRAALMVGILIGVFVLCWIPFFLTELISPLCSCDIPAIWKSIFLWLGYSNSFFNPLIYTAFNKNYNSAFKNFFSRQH
OPRM1-OPRD1 ag – agonists of human mu-delta opioid receptor heterodimerization; 0.3% of 340,000 active; cells, OPRM1-OPRD1 heterodimerization, luminescence; P35372+P41143; AID 504326; activation, % at 9.3 µM; in the data active = activation above about 18%;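 note: 0% = vehicle-treated cells and 100% = reference agonist; values of inactives mirror those of a sister screen read the other way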
Keap1-Nrf2 PPI – disrupts human Keap1 binding to Nrf2 peptide. Keap1 Kelch-Nrf2 peptide fluorescence polarization, 1536-well. 0.15% of 340,000 active. inhibition, % at 9.4 µM. AID 504523; in the data active = inhibition above about 12%;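 note: human Keap1 Kelch domain with fluorescein labeled Nrf2 9mer peptide probe; 0% = neutral control wells and 100% = peptide positive control; higher means more block of Keap1 binding to Nrf2 peptide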
Target sequence (Q14145 whole entry, looked up, the tested form may be a part): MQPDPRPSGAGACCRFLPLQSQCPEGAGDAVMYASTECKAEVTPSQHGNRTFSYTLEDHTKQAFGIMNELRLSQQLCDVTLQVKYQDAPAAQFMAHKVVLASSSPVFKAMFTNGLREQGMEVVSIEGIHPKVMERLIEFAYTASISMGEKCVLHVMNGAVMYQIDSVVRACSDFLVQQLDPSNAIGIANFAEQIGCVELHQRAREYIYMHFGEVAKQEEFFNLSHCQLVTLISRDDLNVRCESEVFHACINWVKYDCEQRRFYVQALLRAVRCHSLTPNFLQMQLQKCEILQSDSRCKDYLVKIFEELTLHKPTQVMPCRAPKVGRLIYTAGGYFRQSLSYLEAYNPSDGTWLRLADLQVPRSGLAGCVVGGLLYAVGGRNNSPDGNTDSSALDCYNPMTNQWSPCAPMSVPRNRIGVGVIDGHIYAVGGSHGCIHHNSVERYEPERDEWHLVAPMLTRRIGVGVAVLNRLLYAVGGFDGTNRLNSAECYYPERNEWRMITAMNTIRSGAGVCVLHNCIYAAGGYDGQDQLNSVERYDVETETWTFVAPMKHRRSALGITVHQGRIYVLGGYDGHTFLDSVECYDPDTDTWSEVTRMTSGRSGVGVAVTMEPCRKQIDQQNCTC
HTR5A inv ag – HTR5A inverse agonism, opioid heterodimer counter-screen | 0.083% of 340,000 active | P47898 | HTR5A cell line, luminescence | inhibition, % at 9.3 µM; in the data active = inhibition mostly above about 23%, no sharp cut-off; inactive = mostly below about 18%;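 note: 0% = cells with DMSO and 100% = no-cell wells with DMSO; some compounds called inactive have numbers as strong as hits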
cardiac RTF act – increases calcium sensitivity of human cardiac regulated thin filaments; P19429+P45379; IANBD-labeled TnC RTF fluorescence at EC20 calcium; 0% EC20 calcium, 100% full calcium; activation, % at 7.2 µM; 0.24% of 340,000 active;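 active = activation above the mean over all tested compounds plus 3 SD, cut at about 30% in these data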;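 note: rise in fluorescence read as greater calcium sensitivity of cardiac thin filaments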
V-ATPase pH – yeast V-ATPase proton transport regulation by pHLuorin | S. cerevisiae, pHLuorin cytosolic pH fluorescence | response, % at 10 µM | 0.37% of 350,000 active; in the data active = response mostly above about 7.3%, no sharp cut-off; inactive = mostly below about 5.4%; note: actives read high; inactives centre near 0; some compounds called inactive have numbers as strong as hits; reference of the scale not given here
C-LANA FP – blocks KSHV LANA C-terminal domain binding to DNA; inhibition, % at 9 µM; 0.078% of 340,000 active; MBP-C-LANA/FAM-LBS DNA binding, fluorescence polarization;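 active = highest replicate inhibition at or above 60% at 9 µM, even if other replicates fall short; inactive = all replicates below 60% inhibition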;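 note: 0% = neutral control wells and 100% = 4 µM acridine orange control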
CAL PDZ FP – CAL PDZ (human) peptide binding inhibition; Q9HD26; purified CAL PDZ, TMR-peptide fluorescence polarization, 1 h; inhibition, % at 24.9 µM; 0.92% of 300,000 active; AID 602252;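 active = mean inhibition of at least 30% with at least half of replicates also reaching 30%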;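 note: 0% = DMSO neutral control and 100% = excess unlabeled competitor peptide PRC23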
RTF Ca sens inh – cardiac RTF calcium desensitization; P19429+P45379; IANBD-labeled cardiac RTF, Ca2+ fluorescence; inhibition, % at 7.15 µM; 0.12% of 340,000 active; AID 493244;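 active = inhibition above the mean inhibition of all tested compounds plus 3 SD, cut at about 17% in these data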;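 note: assay run at fixed EC70 calcium of 1.6 mM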
MOR-DOR inv ag – inverse agonist of human OPRM1-OPRD1 heterodimerization | inhibition, % at 9.3 µM | P35372+P41143 | 0.21% of 340,000 active | cell-based MOR-DOR heterodimer luminescence, inverse agonism | AID 504357; in the data active = inhibition above about 22%, passing the limit was not always enough;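 note: 0% = cells with DMSO and 100% = wells without cells with DMSO; values of inactives mirror those of a sister screen read the other way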
An asterisk follows results filed as active; i = inactive; x = not tested or not shown.

smiles | V-ATPase pH | OPRM1-OPRD1 ag | HTR5A ag ctr | cardiac RTF act | Keap1-Nrf2 PPI | RTF Ca sens inh | C-LANA FP | MOR-DOR inv ag | HTR5A inv ag | CAL PDZ FP
COc1ccc(C(CC(=O)Nc2ccccn2)N2Cc3ccccc3C2=O)cc1 (stereo unspecified) | -0.5 | -1.3 | 0.8 | -0.7 | -5.5 | -5.3 | -1.2 | 6.1 | -2.8 | 1.5
Cn1c(-c2cnn(-c3ccccc3)c2-n2cccc2)n[nH]c1=S | -0.6 | -3.7 | -7.3 | -4.0 | -0.4 | -3.2 | 0.2 | 18.9 | 13.2 | x
ON1C2CCCCC2N(O)C1c1ccccc1C(F)(F)F (stereo unspecified) | 2.9 | -7.8 | -3.5 | -1.7 | 1.7 | -6.8 | 1.2 | 43.8* | 8.9 | -2.4
O=[N+]([O-])c1ccc(/C=N/n2cn[nH]c2=S)cc1 | 6.0 | 2.8 | -4.2 | 4.7 | -2.6 | -1.2 | 1.3 | -14.4 | -8.3 | 2.2
N#CN/C(=N\S(=O)(=O)c1ccccc1)c1ccccc1 | 3.9 | -3.0 | 1.8 | -3.8 | 0.0 | -1.3 | -0.4 | 13.7 | -6.6 | -2.8
CCc1ccc(CNC(=O)C2CCCN(c3nn4c(=O)cc(C)nc4s3)C2)cc1 (stereo unspecified) | -0.4 | -1.6 | -2.5 | 2.7 | -2.0 | -3.4 | 0.9 | 9.5 | -27.0 | 1.9
CCOC(=O)c1ccc(NC(=O)c2nc[nH]c2C(=O)N(CC)CC)cc1 | -4.1 | -1.4 | -1.3 | -2.6 | -2.7 | 7.4 | -0.2 | 7.8 | -16.7 | -3.2
Cc1nnc(NC(=O)CSc2nccn2Cc2ccccc2)s1 | 1.8 | -0.3 | -0.8 | -0.1 | -2.5 | 2.0 | 0.2 | 1.7 | 2.9 | -1.7
O=C(NCC1CCCO1)C1CCC(=O)N1Cc1ccccc1Cl (stereo unspecified) | 0.2 | -0.3 | -5.4 | -5.1 | -3.4 | 3.0 | 0.3 | 1.6 | -8.2 | -4.9
COc1ccc(C(=O)NC2CC3CCCC(C2)N3Cc2ccccc2)cc1OC (stereo unspecified) | 1.2 | -4.1 | 1.6 | -6.8 | -1.7 | 4.6 | 1.4 | 18.8 | -6.0 | -3.3

Next part
smiles | V-ATPase pH | OPRM1-OPRD1 ag | HTR5A ag ctr | cardiac RTF act | Keap1-Nrf2 PPI | RTF Ca sens inh | C-LANA FP | MOR-DOR inv ag | HTR5A inv ag | CAL PDZ FP
Cc1ccc(S(=O)(=O)N2C(=O)C(c3ccccc3)SC2=Nc2ccccc2)cc1 (stereo unspecified) | 0.9 | -0.7 | 0.7 | -1.1 | 0.6 | -1.6 | 0.1 | 2.9 | -1.7 | -12.8
O=C(Nc1cccc(-c2cccc(Cl)c2)c1)C1CCN(CC2CCOC2)CC1 (stereo unspecified) | -4.3 | 3.1 | 1.6 | 0.2 | -1.5 | 4.7 | -2.1 | -12.6 | -4.0 | x
Cc1cc(C)c(S(=O)(=O)c2ccc(Cl)cc2C)c(Cl)n1 | 0.6 | -1.2 | -2.1 | -2.0 | -0.7 | -13.7 | 0.6 | 7.7 | 5.3 | 1.0
CCN(C(=O)COC(=O)/C=C/c1ccco1)C1CCCCC1 | 0.4 | -0.6 | 0.5 | 1.4 | -3.5 | -2.7 | 1.6 | 2.5 | -1.2 | 0.9
CCC(C)NC(=O)c1ccc2nc(-c3ccc(OC)c(OC)c3)c(-c3ccc(OC)c(OC)c3)nc2c1 (stereo unspecified) | 2.5 | -0.8 | 0.8 | -5.1 | 4.3 | -3.4 | -0.9 | 4.3 | -3.0 | -4.8
CN(Cc1cn(C)nc1-c1ccccc1F)CC1CCN(Cc2ccccc2)CC1 | 1.4 | 2.6 | -1.8 | -5.4 | -3.3 | -1.4 | -0.3 | -14.1 | -0.7 | 1.8
COCC(=O)N(CCc1ccc(OC)cc1)Cc1nc2ccccc2c(=O)[nH]1 | 0.8 | -1.2 | 1.6 | -1.3 | 1.6 | -13.6 | 0.9 | 7.0 | -27.8 | -0.2
c1coc(CNc2nc3sc4c(c3c3ncnn23)CCCC4)c1 | -4.3 | 0.1 | -0.1 | -4.9 | -5.0 | 1.4 | -0.3 | -0.4 | -2.9 | -0.7
CC(C(=O)N1CC2(C)CC1CC(C)(C)C2)N1C(=O)c2ccccc2C1=O (stereo unspecified) | -0.5 | -2.4 | 12.6 | -1.4 | -1.2 | -9.1 | -0.1 | 11.9 | -30.6 | 3.2
CC(C)CC[n+]1ccccc1/C=C/c1ccc(N(C)C)cc1 | -3.5 | -3.5 | 2.4 | 27.4 | -31.6 | -47.8 | -13.9 | 15.4 | -8.7 | -3.9

Next section.
smiles | V-ATPase pH | OPRM1-OPRD1 ag | HTR5A ag ctr | cardiac RTF act | Keap1-Nrf2 PPI | RTF Ca sens inh | C-LANA FP | MOR-DOR inv ag | HTR5A inv ag | CAL PDZ FP
C=C[C@@H]1c2ccccc2N(S(=O)(=O)c2ccc(C)cc2)[C@H](c2ccccc2C(F)(F)F)C1(C#N)C#N | -1.3 | -3.0 | -2.8 | -2.8 | 0.9 | 4.6 | -2.4 | 17.6 | 8.2 | -5.0
COc1ccc(C(=O)COc2ccc(C(C)=O)cc2OC)cc1OC | -1.1 | 0.1 | 0.1 | -3.2 | -4.8 | -1.7 | 0.7 | -0.4 | -0.2 | 0.6
O=C(OCCN=C1NS(=O)(=O)c2ccccc21)c1cccs1 | -3.6 | -3.0 | -1.6 | 0.8 | -1.1 | -1.7 | -0.7 | 15.5 | 4.4 | -0.7
Cc1ccc(NC(=O)C2CCN(S(=O)(=O)c3c(C)n[nH]c3C)CC2)nc1 | -3.2 | -2.6 | 5.0 | -4.4 | 0.1 | -3.0 | -1.7 | 10.7 | -11.9 | 3.3
O=C(Cn1ncc2c1-c1ccccc1OC2)N(Cc1ccco1)C1CCCCC1 | 0.2 | 0.3 | 6.3 | 8.3 | -1.6 | -6.1 | -1.7 | -2.0 | -19.1 | -4.7
Brc1ccccc1OCCCN1CCCCCC1 | 1.2 | 0.3 | 5.1 | -0.5 | -5.0 | -2.0 | -2.5 | -1.3 | -2.1 | 2.0
CCc1nnc(NC(=O)C(c2ccccc2)c2ccccc2)s1 | -2.7 | 4.6 | 3.2 | -2.4 | 5.9 | -11.5 | -0.4 | -36.8 | -9.4 | -12.8
O=C(c1cc2nc(-c3ccccc3)cc(C(F)(F)F)n2n1)N1CCOCC1 | 3.0 | 1.2 | -1.5 | -1.8 | -4.4 | -19.0 | -1.9 | -6.5 | -0.7 | -2.8
CCC(=O)N1CCc2cc(S(=O)(=O)CCC(=O)NCc3ccc(OC)cc3)ccc21 | 4.3 | -2.1 | 3.8 | -1.2 | 2.4 | -6.5 | -0.3 | 10.7 | 4.1 | -6.7
O=c1c2ccccc2nc(/C=C/c2cccc([N+](=O)[O-])c2)n1CCO | 3.0 | 0.6 | -1.7 | -0.9 | -3.9 | -2.8 | -1.7 | -4.6 | 4.6 | -1.6

The results go on:
smiles | V-ATPase pH | OPRM1-OPRD1 ag | HTR5A ag ctr | cardiac RTF act | Keap1-Nrf2 PPI | RTF Ca sens inh | C-LANA FP | MOR-DOR inv ag | HTR5A inv ag | CAL PDZ FP
CN(C)S(=O)(=O)c1cccc(COC(=O)CN2C(=O)NC3(CCCC3)C2=O)c1 | 0.5 | -1.6 | 3.6 | -2.0 | 1.8 | -2.5 | -2.0 | 6.4 | -9.2 | -0.8
CCCCn1c(SCC(=O)N2CCCCC2C)nc2cc(S(N)(=O)=O)ccc21 (stereo unspecified) | -2.4 | -2.8 | 1.4 | -1.5 | 1.2 | 4.2 | 0.0 | 11.6 | -6.8 | x
COc1ccccc1C(CNC(=O)CCNS(=O)(=O)c1ccc(Br)cc1)N1CCCC1 (stereo unspecified) | -4.2 | -3.7 | -2.8 | -5.8 | -4.5 | 3.5 | -0.7 | 18.2 | 6.6 | 2.0
O=C(Nc1ccc(C(F)(F)F)cc1)c1ccccc1 | -8.2 | 4.3 | 11.4 | 6.4 | -1.5 | -5.3 | 2.4 | -23.3 | -18.6 | -2.5
N#C/C(=C\c1ccc2c(c1)OCCO2)C(=O)Nc1ccc(C(=O)O)cc1 | -2.4 | -2.4 | -0.9 | 0.9 | 1.6 | -7.5 | 2.8 | 12.0 | 3.2 | -1.4
CCOc1cccc(/C=N/N2C(=O)CSC2=S)c1O | 0.9 | 0.9 | 7.0 | -4.0 | -2.0 | -2.1 | 1.5 | -4.8 | -0.4 | -3.7
COc1cc2c(c(OCC(=O)NC(C)C)c1)C(=O)O[C@@H](C)CCCC(=O)CCCCC2 | -4.4 | -2.9 | 1.2 | -2.2 | 6.8 | -5.4 | 3.5 | 13.5 | -4.8 | -24.1
COC(=O)c1ccc(NC(=O)CN2CCN(S(=O)(=O)c3ccc(Br)cc3)CC2)cc1 | 3.1 | -0.4 | 1.1 | 5.6 | -3.2 | -4.7 | 0.4 | 2.0 | -5.2 | 0.7
COC/C=C/C1=CC2=CC(=O)C(C)(OC(=O)c3cnc4ccccc4n3)C(=O)C2=CN1C(CO)CO (stereo unspecified) | -0.1 | 2.6 | 1.7 | -0.6 | 3.6 | -12.9 | 1.9 | -14.2 | 16.6 | -2.0
O=C(Nc1cccc([N+](=O)[O-])c1)c1[nH]ncc1Cl | -9.8 | -2.5 | -1.4 | -4.0 | -6.6 | -15.6 | -0.2 | 13.2 | -25.9 | 1.3

Next part:
smiles | V-ATPase pH | OPRM1-OPRD1 ag | HTR5A ag ctr | cardiac RTF act | Keap1-Nrf2 PPI | RTF Ca sens inh | C-LANA FP | MOR-DOR inv ag | HTR5A inv ag | CAL PDZ FP
CC(C)Oc1cccc(C(=O)Nc2ccc(N3CCN(S(C)(=O)=O)CC3)cc2)c1 | -0.4 | 2.8 | 2.2 | -5.3 | -4.1 | -4.7 | -0.8 | -17.4 | -20.3 | -4.6
CCCCn1c(N)c(N(CC)C(=O)c2cccc(S(=O)(=O)N3CCCc4ccccc43)c2)c(=O)[nH]c1=O | 0.2 | -1.6 | -1.6 | -2.7 | -2.8 | 0.0 | 1.0 | 8.5 | 4.3 | x
CCCCc1nc2cc(C(=O)NCCc3cnn(C)c3)ccc2o1 | 4.5 | -3.1 | -8.1 | -3.5 | -3.3 | 0.7 | -3.8 | 15.9 | 19.4 | 0.5
COc1cc(C(O)CO)ccc1O (stereo unspecified) | -0.4 | -0.5 | 2.8 | 0.0 | -3.7 | 6.1 | 0.2 | 2.5 | -9.9 | 0.3
CC(Sc1nnc(CNC(=O)c2ccccc2F)n1C)C(=O)Nc1nccs1 (stereo unspecified) | 1.0 | -0.2 | 0.8 | -0.4 | -3.4 | -3.2 | -1.0 | 1.6 | -2.1 | 4.7
CCCCN(C(=O)CSc1nc(CCC)cc(=O)[nH]1)c1c(N)n(Cc2ccccc2)c(=O)[nH]c1=O | -1.7 | -4.4 | 0.7 | -0.2 | -3.7 | 5.9 | -0.6 | 19.3 | -2.6 | 2.3
CN(C)C(CNC(=O)Cc1cccc(C(F)(F)F)c1)c1ccccc1 (stereo unspecified) | 0.5 | 249.3* | 1.9 | 3.0 | 7.6 | -1.9 | 0.8 | i | -5.4 | -1.8
CN1CCN(c2ccc(S(=O)(=O)N3CCCCC3)cc2NC(=O)Cc2ccc(Cl)cc2)CC1 | 1.6 | -2.1 | 2.4 | 3.1 | -3.6 | 13.3 | -0.5 | 11.6 | -0.1 | 0.8

Compounds as they come; any-hit rate near 2.8%.
